# Screening data from PubChem BioAssay.
# HSF1 activator: increases HSF-1 driven luciferase reporter signal | NIH3T3-HGL HSF-1 luciferase reporter, MG132, 8 h; 100% = twice DMSO control signal | activation, % at 9 µM | 300,000 compounds, 1.7% hits;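 active = mean replicate activation of at least 50% with a set share of replicates each reaching 50%; inconclusive = only one of those two conditions met; inactive = mean below 50% and too few replicates reaching it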;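 note: 0% = median of the neutral control wells and 100% = twice that signal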
# HIF act: HIF pathway transcriptional activation. U2OS HRE-luciferase reporter, luminescence; normalized: DMSO 0%, desferrioxamine 100%. activation, % at 7.5 µM (by protocol). 300,000 compounds, 0.32% hits;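 active = mean activation of at least 10% of the iron chelator positive control signal, with at least half of replicates also reaching 10%; inconclusive = mean and replicate majority disagree about reaching 10%; inactive = mean and most replicates under 10%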
# KLF5 inh: inhibitors of KLF5 expression. AID 1700. DLD-1 KLF5 promoter-luciferase reporter, luminescence. 290,000 compounds, 0.23% hits. inhibition, % at 5 µM;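 active = inhibition above a per-plate limit of that plate's mean compound inhibition plus 3 SD, cut at about 60% in these data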;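 note: 0% = DMSO wells and 100% = LY294002 at 200 µM; higher means less KLF5 promoter-driven luciferase light; inactives centre near -14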
# Platelet DG rel: modulates dense granule release in human platelets. AID 1663. human platelet-rich plasma, SFLLRN dense granule ATP release, luminescence. inhibition, %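 (compounds screened at 7.5 µM in platelet-rich plasma)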. 300,000 compounds, 0.22% hits;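 active = mean replicate score, as percent of positive control, at or above 50; inconclusive = mean below 50 but at least one replicate at or above 50; inactive = mean and every replicate below 50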
# IEC-6 cytotox: counter-screen for KLF5 inhibitors: cytotoxicity in IEC-6 cells; inhibition, % at 5 µM; IEC-6 cytotoxicity, luminescence viability; 290,000 compounds, 0.78% hits; in the data active = inhibition above about 22%;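 note: 0% = plate median of test compound wells and 100% = cytotoxic reference compound wells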
# SKKanGAS inh: inhibitors of SKKanGAS S. pyogenes growth in kanamycin (SK-promoter or general growth effect) | AID 1662 | BacTiter-Glo, 6 h | 300,000 compounds, 1.3% hits | inhibition, % at 7.5 µM;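 active = mean replicate score, as percent of positive control median, at least 50; inconclusive = mean below 50 but one replicate at or above 50; inactive = mean and every replicate below 50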;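 note: strain carries kanamycin resistance gene driven by streptokinase promoter and grows in 40 µg/ml kanamycin; loss of luminescence reflects streptokinase promoter inhibition or plain growth inhibition; 0% = median of DMSO wells and 100% = positive control at its reference dose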
# HSP90 refold inh: inhibitors of HSP90 luciferase refolding in rabbit reticulocyte lysate; luciferase refolding luminescence, 3 h; inhibition, % at 5.6 µM; 290,000 compounds, 0.91% hits; AID 1789;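 active = inhibition above the screen-wide mean plus 3 SD, computed separately per campaign, cut at about 16% in these data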;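 note: 0% = DMSO wells and 100% = 60 µM geldanamycin wells; inhibitors lower the luminescence because luciferase stays unfolded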
# HSF1 inh: HSF1 inhibition | NIH3T3-HGL HSE-luciferase, MG132-induced, luminescence 8 h; active compounds read low | activity change, negative = inhibition, % at 7.5 µM (by protocol) | 300,000 compounds, 0.77% hits;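 active = more than half of replicate wells show activity change below -50%, luminescence cut by over half; inconclusive = some wells, but at most half, below -50%; inactive = no replicate well below -50%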;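 note: luciferase reports HSF-1 transcriptional activity via heat shock element; 0% = median of DMSO wells and -100% = zero luminescence signal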
# aSyn 5UTR inh: 5' untranslated region of α-synuclein, MLPCN primary screen; alpha-synuclein 5'UTR reporter, inhibitor activity; inhibition, % (tested at 7.5 µM); 300,000 compounds, 0.82% hits; AID 1813; in the data active = inhibition above about 60%; inconclusive = no clear call, values can overlap the other calls;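 note: H4 neuroglioblastoma cells stably carrying SNCA 5'UTR luciferase fusion; 0% = DMSO wells and 100% = positive control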
# AI-2 QS modul: Vibrio harveyi AI-2 quorum sensing modulation | AID 2094 | activity change, % at 7.5 µM | Vibrio harveyi JMH597 AI-2 luminescence/OD600 ratio, 9 h; active compounds read low; strain lacks LuxN and CqsS sensors; 0 = neutral-control median | 300,000 compounds, 0.4% hits; in the data active = activity change below about -75%, passing the limit was not always enough; inconclusive = no clear call, values can overlap the other calls;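 note: luminescence divided by OD600 gain over 9 h not by final OD600 alone; inactives centre near 13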
# * = called active by the depositor; ? = inconclusive; nt = no result given.
# A first look:
# Values run as follows: HSF1 activator	HIF act	KLF5 inh	Platelet DG rel	IEC-6 cytotox	SKKanGAS inh	HSP90 refold inh	HSF1 inh	aSyn 5UTR inh	AI-2 QS modul
CC(NC(=O)c1ccc(Cl)cc1)c1nnc(SCC(=O)NC2=NCCS2)n1C (configuration not stated)
    5	2.2	-8	-5	10	0	0	-3	-5	4
CSc1nnc(-c2ccc(S(=O)(=O)N3CCOCC3)cc2)n1C
    -10	0.5	-18	1	6	-2	3	-4	-1	11
CN1CCN(c2ccc(NC(=O)c3ccc4c(c3)OCO4)cc2)CC1
    19	3.3	-81	9	-4	-5	-1	13	-48	8
O=C(NCCc1ccc(F)cc1)c1cc(-c2ccncc2)nc2ccccc12
    -4	-0.3	-22	6	-6	0	-4	1	2	-8
COc1ccccc1N1CCN(CC(=O)c2c[nH]c3ccccc23)CC1
    16	-0.3	-11	1	6	4	1	-5	15	10
OC(COc1cccc2ccccc12)CN1CCN(c2cccc(Cl)c2)CC1 (configuration not stated)
    -5	1.0	-18	11	-3	52*	0	-5	-10	27
Cc1ccc(OCc2cc(C(=O)N(C)CCc3nc4ccccc4[nH]3)no2)cc1C
    -87	0.6	2	2	-4	3	1	-88*	-33	19
[O-]/[N+](=C\c1ccc(F)cc1)c1ccccc1
    -2	0.5	-16	4	-3	-2	-1	-2	-4	25

# The listing, previewed entries included:
# Values run as follows: HSF1 activator	HIF act	KLF5 inh	Platelet DG rel	IEC-6 cytotox	SKKanGAS inh	HSP90 refold inh	HSF1 inh	aSyn 5UTR inh	AI-2 QS modul
CC(NC(=O)c1ccc(Cl)cc1)c1nnc(SCC(=O)NC2=NCCS2)n1C (configuration not stated)
    5	2.2	-8	-5	10	0	0	-3	-5	4
CSc1nnc(-c2ccc(S(=O)(=O)N3CCOCC3)cc2)n1C
    -10	0.5	-18	1	6	-2	3	-4	-1	11
CN1CCN(c2ccc(NC(=O)c3ccc4c(c3)OCO4)cc2)CC1
    19	3.3	-81	9	-4	-5	-1	13	-48	8
O=C(NCCc1ccc(F)cc1)c1cc(-c2ccncc2)nc2ccccc12
    -4	-0.3	-22	6	-6	0	-4	1	2	-8
COc1ccccc1N1CCN(CC(=O)c2c[nH]c3ccccc23)CC1
    16	-0.3	-11	1	6	4	1	-5	15	10
OC(COc1cccc2ccccc12)CN1CCN(c2cccc(Cl)c2)CC1 (configuration not stated)
    -5	1.0	-18	11	-3	52*	0	-5	-10	27
Cc1ccc(OCc2cc(C(=O)N(C)CCc3nc4ccccc4[nH]3)no2)cc1C
    -87	0.6	2	2	-4	3	1	-88*	-33	19
[O-]/[N+](=C\c1ccc(F)cc1)c1ccccc1
    -2	0.5	-16	4	-3	-2	-1	-2	-4	25
C=CCSc1nnc(NC(=O)C2CSC3(C)CCC(=O)N23)s1 (configuration not stated)
    9	-18	nt	0	nt	3	nt	-4	-1	14
O=C(Nc1cccc(F)c1)NC1(C(=O)N2CCC(O)CC2)CCCCC1
    8	-0.3	-7	-1	13	-6	-2	-5	-3	nt
O=c1[nH][nH]c(-c2ccccc2)c1C=Nc1ccccc1Cl
    -25	-0.3	-10	5	-2	-7	2	-14	15	11
COc1cccc(-c2cc(C(=O)N/N=C/c3cccc(OC)c3OC)c3ccccc3n2)c1
    10	0.1	nt	-8	nt	5	nt	0	10	-3
Cc1cc(N2CCN(S(=O)(=O)c3ccc4c(c3)OCCO4)CC2)n2ncnc2n1
    11	1.7	-4	-3	10	1	1	0	20	14
Cc1cc(Br)ccc1NC(=O)CNC(=O)COc1ccccc1C
    -1	-0.3	nt	-14	nt	-9	nt	-1	-7	-2
O=C(CC1CCS(=O)(=O)C1)NC1CCCCC1 (configuration not stated)
    21	-1.4	0	3	0	-3	2	3	-6	-2
CC(=O)Nc1ccc2c(c1)OCCOCCOc1cc(NC(C)=O)ccc1OCCOCCOCCO2
    3	-1.8	14	-2	2	2	0	-1	26	14
Cc1ccc(S(=O)(=O)NCC(=O)Nc2ccc(C(F)(F)F)cc2)cc1
    6	-0.6	3	-14	-1	-12	-1	-6	6	18
COc1ccc(CNC(=O)c2ccc(Cn3nc(C)c([N+](=O)[O-])c3C)o2)cc1
    17	-1.5	-11	4	-6	8	1	-4	40	28
O=C(CSc1nc2ccccc2s1)N/N=C/c1ccc(C(=O)O)cc1
    nt	nt	-10	3	3	9	3	nt	nt	6
CCOc1cc(-c2c(C#N)c(N)nc3c2CCCC3C)ccc1O (configuration not stated)
    11	-0.2	-21	-5	4	0	-2	3	21	-3
O=C(NCCN1CCCC1=O)C1CCC(=O)N(CCc2cccc(F)c2)C1 (configuration not stated)
    7	0.1	-19	-24	-3	1	-4	-1	5	11
O=C(CNC(=O)c1cccs1)N/N=C/c1ccc(Cl)cc1
    25	0.4	-5	2	8	2	-5	-1	-2	-87*
CCCc1ccc(OCc2ccc(C(=O)Nc3cccc(C)n3)o2)c(OC)c1
    44	0.0	-2	4	3	-7	4	28	4	19
COCCNC(=O)/C(C#N)=C/c1ccccc1Br
    -4	-0.4	-15	0	0	5	-7	3	-2	6
CN(C)c1nc(NC(C)(C)C)nc(NC(C)(C)C)n1
    -6	-0.5	-29	2	4	1	-3	-8	15	5
CCn1c(SCC(=O)NNC(=O)c2ccc(C)cc2)nnc1C1CC1
    39	-0.2	-3	-2	-1	3	1	-5	-8	25
CC(C)c1ccc(NC(=O)CSc2nc(=O)n(CCCN3CCOCC3)c3c2CCC3)cc1
    -2	0.2	nt	-6	nt	-5	nt	3	-19	1
O=c1c(/C=N/O)c(Nc2ccccc2)nc2ccccn12
    -9	-0.3	-4	-11	5	-13	3	-5	30	-7
COc1cc2[nH]c(=O)n(CCCC(=O)N3CC=C(c4ccccc4)CC3)c(=O)c2cc1OC
    22	-1.0	-8	-1	-8	0	-3	-5	5	28
C=CCNc1nc(SCC=C)nc2ccsc12
    -20	-0.1	23	17	-4	1	-2	-7	44	16
CC1=C(C(=O)Nc2ccccc2C)C(c2ccc(C)o2)N2C(=O)CSC2=N1 (configuration not stated)
    30	-0.3	15	5	5	2	4	12	-10	36
Cc1cc(/C=N/n2cnnc2)c(C)n1-c1ccc(OCc2ccc(Cl)cc2Cl)cc1
    -8	-3.0	57	-6	-2	122*	1	-11	113*	43
Cn1c(=O)c2c(ncn2CC(COCc2ccccc2Cl)OCc2ccccc2Cl)n(C)c1=O (configuration not stated)
    3	-0.1	-32	-4	6	-3	2	-3	3	-4
Cc1cccc(CC(C)NC(=O)CCc2nnc(-c3ccccc3)o2)n1 (configuration not stated)
    0	0.3	-18	22	1	-10	2	-2	2	20
COC(=O)C1=C(C)N(Cc2ccccc2)C(=NCc2cc(OC)c(OC)c(OC)c2)N[C@H]1c1ccccc1
    -4	-2.2	-10	2	-1	2	0	0	11	21
CCOc1cc(/C=C/C(=O)OCC(=O)NC2CCS(=O)(=O)C2)ccc1OCc1ccccc1 (configuration not stated)
    8	-0.4	-4	6	-6	nt	-6	-3	17	38
O=C(c1cc2cc([N+](=O)[O-])ccc2s1)N1CCCCC1
    34	3.0	-55	-2	-5	1	2	14	-71	12
C=CCc1ccc(OCCCCN2CCC(C)CC2)c(OC)c1
    -17	-0.7	-35	-14	2	2	-1	-7	10	20
CCOC(=O)c1cnc(-n2nc(C)cc2C)nc1N(CC)CC
    12	2.1	2	2	9	?	1	0	16	14
COCC(=O)n1nc(-c2ccccc2)nc1NCc1ccc(N(C)C)cc1
    2	1.3	16	0	-1	-8	-4	21	-83	-3
CC(=O)N1CCN(c2ccc(NC(=O)c3ccc(N4CCCC4)c([N+](=O)[O-])c3)cc2Cl)CC1
    nt	-0.3	-50	10	-2	36	-2	nt	23	0
CCN1C=C(Cc2ccccc2C)C2=C(C1)C(c1ccccc1C)C(C#N)=C(N)O2 (configuration not stated)
    13	-0.4	-15	-3	3	9	8	3	10	17
CC(C)(C)C(=O)Nc1nnc(SCC(=O)Nc2nccs2)s1
    -7	0.5	-33	-2	0	-2	1	4	12	16
COc1ccc(CN2CCn3ncc(C(=O)Nc4cc(C)cc(C)c4)c3C2=O)cc1
    -23	-0.3	-9	2	-1	5	-1	-4	-17	15
N#Cc1c(Cl)nc2c(c1C#N)CCCC2
    -26	-0.2	20	13	-4	-6	7	-11	-36	6
O=C(NCCc1ccccn1)c1ccc(COc2ccccc2)o1
    13	1.2	7	-2	2	-2	9	12	-34	5
O=[N+]([O-])c1cc(NCCO)c(N2CCCCCC2)c2nonc12
    -2	0.1	0	4	11	0	5	-5	17	18
CC(C)C1=NN(C(=O)c2cccnc2)C(O)(C(F)(F)F)C1 (configuration not stated)
    -18	-0.3	-37	5	3	3	3	-14	3	8
CCN(CC)CCNC(=O)c1cc2c(-c3ccc(Cl)cc3)nn(C)c2s1
    14	nt	-12	3	9	1	-2	0	-43	6
COc1cccc(N2CCN(C(=O)C3CCCN(S(=O)(=O)c4cnc[nH]4)C3)CC2)c1 (configuration not stated)
    4	nt	-76	2	-8	-3	1	-1	-8	35
COc1ccc(S(=O)(=O)N(Cc2ccccc2)Cc2nc3ccccc3c(=O)[nH]2)cc1
    30	0.0	14	7	2	-1	-1	16	3	15
Cc1onc(-c2c(Cl)cccc2Cl)c1COC(=O)c1ccc([N+](=O)[O-])cc1
    -10	-0.3	-4	-6	-1	11	9	-10	-7	-7
COCCCn1c(=S)[nH]c2c(sc3ccccc32)c1=O
    -9	-0.3	-71	3	5	3	-1	-4	4	1
Cc1ccsc1C1C2=C(CCCC2=O)Nc2ncnn21 (configuration not stated)
    nt	-0.3	-21	-4	-3	nt	0	nt	2	13
O=C(NCCC1=CCCCC1)c1ccc2c(=O)n3c(nc2c1)CCCCC3
    4	2.0	nt	-12	nt	-6	nt	9	-43	28
Cc1cc(NC(=O)C2CCCN(S(=O)(=O)c3c(C)noc3C)C2)no1 (configuration not stated)
    -1	-0.4	-36	-2	-6	-2	-1	5	-59	0

# Rows are unselected; 6% or so of the library scored in one or more.
